p53ts 32C kill = kills p53ts cells at the permissive temperature; AID 924; actives 0.93% (n = 130,000); Potency, µM (titrated, usually from 46.1 µM), inactives show at the highest dose activity change, negative = cytotoxicity, most hits filed as cytotoxic; H1299-p53A138V at 32C, ATP luminescence viability, 24 h;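 further: 0% = DMSO and -100% = full killing by reference compound; nearly all actives have a fitted effect of over 55% in size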
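Viability by ATPlite luminescence after 24 h compound treatment (up to 46 uM) at the permissive 32C. Cells are H1299 carrying p53 A138V. Scale runs from DMSO basal to 100 uM tamoxifen as full kill; AC50 from Hill fits.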
p53ts 39C tox = kills p53ts cells at the nonpermissive temperature. H1299-p53A138V viability at 39C, ATP luminescence, 24 h. Potency, µM (titrated, usually from 46.1 µM), for inactives: at the top dose activity change, negative = cell killing, actives largely listed as cytotoxic. actives 1.5% (n = 130,000). AID 902; further: nearly all actives have a fitted effect of over 55% in size
Peg3 imprint = inducers of genomic imprint erasure in mouse ES cells; mouse ES Peg3-LacZ reporter, beta-gal luminescence, 40 h; Potency, µM (doses to about 60.7 µM), inactives show top-dose activity change, positive = activation, hits mostly activators; actives 0.02% (n = 110,000);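 further: 0% = negative control wells on the plate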
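Imprint erasure is scored as LacZ activity from the silenced maternal Peg3 allele in feeder-free female ES cells cultured 40 h with LIF. Luminescence is normalized to in-plate negative controls and fitted to the Hill equation.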
IkB signaling = suppresses IkB signaling in ABC-DLBCL reporter cells; ABC-DLBCL IkBa-CBG/CBR dual luciferase ratio, 4 h; response scale: scaled: untreated 0%, proteasome inhibitor 100%; Potency, µM (top dose mostly 57.1 µM), inactives show at the top dose IkBa stabilization activation; actives 0.04% (n = 110,000); AID 445; active means well fitted curve in the direction sought with a large enough effect in the signal ratio, not every such curve was filed as active; inconclusive means small, poorly fitted or top-dose-only effect, or a change in a side signal; the % refers to the signal ratio;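 further: the direction sought is a rising ratio; 0% = basal untreated cells and 100% = reference inhibitor full response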
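Luminescence ratio of IκBα-fused green versus native red beetle luciferase in OCI-Ly3 cells, 4 h post-doxycycline with compound; red signal alone, scaled from basal (0%) to zero light (-100%), flagged nonspecific or cytotoxic effects.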
The depositor's hits bear a star; ? = inconclusive; / = not tested or not shown; & = joins results of further samples; [ ] = dose if it differs, or a comment. Unless noted, the call rests on the fitted dose curve; in most records, active means well fitted curve in the direction sought with a large enough effect; inconclusive means small, poorly fitted or top-dose-only effect, or another doubt; inactive means no such curve, though single readings can be large; an effect the other way counts as inactive or inconclusive. Unless noted, on the % scale 0 is the no-effect control and ±100 the full control effect; potency means the concentration at half of the fitted maximal effect.

SMILES	p53ts 32C kill	p53ts 39C tox	Peg3 imprint	IkB signaling
COc1ccc(Cl)c2sc(NC(=O)c3ccc(S(=O)(=O)N4CCCC4)cc3)nc12	-19.8%	-18.9%	11.1%[10.9 µM]	?
CCOc1ccc(C(=O)Nc2ccc(S(=O)(=O)N3CCOCC3)cc2)cc1OCC	-6.6%	-2.2%	3.2%	-0.6%
Cc1ccc(S(=O)(=O)Oc2ccc(/C=N/NC(=O)c3c(Cl)cnn3C)cc2)cc1	-2.7%	9.9%	/	/
COc1ccccc1N1CCN(Cc2nc(-c3cc(OC)c(OC)c(OC)c3)no2)CC1	2.2%	-10.2%	-14.2%[10.9 µM]	?
CN(C)/C=N/c1sc2c(c1C#N)CCC2	1.1%	-5.3%	-13.6%	-1.3%
CCOC(=O)[C@]1(C(NC(=O)OC)c2ccccc2)CCCC1=O (stereo partly specified)	1.2%[9.22 µM]	1.6%[9.22 µM]	/	/
Cc1cccc(C)c1Nc1ncnc(N)c1[N+](=O)[O-]	6.6%	0.8%	/	/
CCc1cccc2c(C(=O)COC(=O)c3ccccc3)c[nH]c12	-1.6%	-1.9%	/	/
CCOc1cc(-c2ccc(OC(=O)c3ccccc3)c(OC)c2)cc(=O)c2c(C)oc(C)c12	-2.4%	24.6%	-7.2%[10.9 µM]	?
CS(=O)(=O)N1Cc2ccccc2CC1C(=O)Nc1ccccc1C(N)=O (stereo unspecified)	-2.2%	17.2%	5.3%	6.8%
NS(=O)(=O)c1cc(C(=O)O)cc(N2CCCC2)c1Oc1ccccc1	-4.7%[20.6 µM]	1.7%[20.6 µM]	-11.4%[16.8 µM]	?
Cc1ccc(SCCNS(C)(=O)=O)cc1	-4.4%	6.5%	-9.9%	-1.6%
O=C1C2CCCN2C(c2cccc(F)c2)N1c1cccc(Cl)c1 (stereo unspecified)	1.2%	-3.0%	-18.1%	0.5%
COc1cc(NS(=O)(=O)c2ccc(N)cc2)nc(OC)n1	3.1%	-6.5%	-13.5%	-2.9%[25.6 µM]
CCN(CC)c1ccc(-c2nc(-c3ccccc3C)no2)cc1[N+](=O)[O-]	-9.0%	7.0%	-5.0%[10.9 µM]	0.5%
Cc1nc2sc3c(c2c(=O)o1)CCCC3	5.6%	-1.3%	-3.7%	2.3%
Cc1cc(C)cc(Nc2ncc3c(n2)CCCC3=O)c1	-19.6%	-20.9%	-68.4%[inhibitor]	-0.8%
COC(=O)c1sccc1S(=O)(=O)N(CC(=O)NCc1ccc(F)cc1)c1ccccc1	-4.9%	-14.1%	-14.0%[10.9 µM]	?
O=C(c1ccco1)N(CC1CCCO1)c1nc(-c2ccccc2)cs1 (stereo unspecified)	-6.0%	-12.4%	-24.8%	0.6%
COc1ccc(C(=O)NC2=C(C#N)CCC2)cc1OC	-8.7%	3.0%	-10.0%	-0.7%
Cn1cnc(S(=O)(=O)N2CCc3ccccc32)c1	-0.4%	-6.0%	-9.4%	-1.7%
CNc1sc(C(=O)c2cccs2)c(N)c1-c1nc2ccccc2s1	-6.8%	-11.3%	-71.4%[inhibitor]	?
COc1ccc(S(=O)(=O)N2CCC(c3nnnn3-c3ccccc3)CC2)cc1OC	0.7%	-5.4%	-9.2%[10.9 µM]	-0.1%
Cc1ccc(-c2nc(CS(=O)(=O)CC(=O)N3CCN(c4cccc(C)c4C)CC3)c(C)o2)cc1	5.8%	-5.1%	-17.9%[10.9 µM]	6.3%
COc1ccc(Cl)cc1NC(=O)CCn1c(=O)oc2ccccc21	-10.8%	-14.9%	-3.0%[10.9 µM]	?

(more compounds)
SMILES	p53ts 32C kill	p53ts 39C tox	Peg3 imprint	IkB signaling
COc1cccc(N2CCN(C(=O)c3ccc(C)c(NC(=O)c4nsc5ccccc45)c3)CC2)c1	3.7%	6.7%	-11.6%[10.9 µM]	?
COC(=O)c1cc2nc(-c3ccc(OC)cc3)cc(C(F)(F)F)n2n1	-8.3%	6.8%	-7.5%	-0.4%
Cc1oc(-c2ccc(C(=O)NCc3cccc(F)c3)cc2)nc1COc1ccccc1	-4.1%	-9.8%	-7.2%[10.9 µM]	0.4%
Cc1ccc(S(=O)(=O)Cc2ccc(C(=O)NCCCN3CCCC3=O)o2)cc1	3.2%	9.2%	-9.6%	1.4%
CN(C(=O)NC(=O)C1=C(N2CCOCC2)/C(=C/c2ccccc2)CC1)S(C)(=O)=O	5.9%	-9.7%	-15.6%	0.4%
CCOC(=O)CSC1=C(C#N)C(c2ccc(Cl)cc2)C(C(=O)OC)C(=O)N1 (stereo unspecified)	10.1%	-2.3%	-3.2%	0.4%
COc1ccccc1NC(=O)COc1ccc(CO)cc1Cl	-3.0%	-2.5%	-16.2%	-1.2%
O=c1c(O)c(-c2ccc(O)c(O)c2)oc2c(OC[C@@H]3O[C@@H](O)[C@@H](O)[C@H](O)[C@H]3O)c(O)cc(O)c12	4.9%	-10.0%	-7.3%	/
COc1cc(C2CC(=O)c3cnc(NC(C)=O)nc3C2)cc(OC)c1OC (stereo unspecified)	4.5%	8.7%	/	/
Cc1oc(-c2ccccc2F)nc1CSCC(=O)NCc1ccccc1	6.4%	-12.9%	-7.4%[10.9 µM]	1.0%
O=C(NCc1ccccc1)N1CCn2c(nc3ccccc32)C1	-2.3%	-4.3%	1.1%	-0.4%
Cc1nn(C)cc1CNC(=O)C1C2CCC(O2)C1C(=O)O (stereo unspecified)	1.9%	-17.8%	14.0%	-0.5%
COc1ccc(NC(=O)CN2C(=O)C3(SCC(=O)N3c3ccccc3)c3ccccc32)cc1Cl (stereo unspecified)	9.0%	?	2.2%[10.9 µM]	?
Cc1cnc(CNc2ccnc(-c3ccoc3)n2)cn1	1.8%	-1.0%	-0.4%	0.9%[11.4 µM]
CC(C)c1ccc(NS(=O)(=O)c2cn(C)c(=O)n(C)c2=O)cc1	18.4%	6.2%	-6.1%	0.1%
O=C(C1CCCCC1)N1CCC(c2nc3ccccc3[nH]2)CC1	4.7%	-2.4%	/	1.6%
CSc1nnnc2ccccc12	-5.9%[9.22 µM]	-5.7%[9.22 µM]	-13.0%[10.9 µM]	-0.3%[11.4 µM]
Cc1cc(-c2nn3c(-c4ccccc4)nnc3s2)c2ccccc2n1	28.2%	15.3%	4.5%	?
Cc1ccc(C)c(NC(=O)C2CCN(c3nn4c(=O)cc(C)nc4s3)CC2)c1	0.4%	6.2%	-11.6%[10.9 µM]	2.4%
NC(N)=NC(=O)c1nc(Cl)c(N2CCCCCC2)nc1N	?	?	-18.6%&-5.2%	-10.7%
COc1ccc(CN2C(=O)[C@@H]3C(c4ccc(F)cc4)=NO[C@@H]3C2=O)cc1	1.4%	0.1%	-5.4%	7.4%
COc1cc(OC)c(-c2nc3cnccc3n2C)cc1OC	6.2%	0.7%	4.0%	-0.4%
O=C(c1cccs1)N1CCn2c1nc1ccccc12	?	?	-90.1%[inhibitor]	0.4%
CO[C@@H]1COC(=O)C/C=C\[C@H](C)COC(=O)[C@H](Cc2ccccc2)NC(=O)C/C=C\[C@H]1C	10.5%[9.22 µM]	4.7%[9.22 µM]	/	/
Cc1ccc(-n2c(C)nc3oc4ccccc4c(=O)c3c2=O)cc1	-10.7%	-17.2%	-51.8%[inhibitor]	?

Gathered by group: those above with a thiophene ring, fused or not (five)
SMILES	p53ts 32C kill	p53ts 39C tox	Peg3 imprint	IkB signaling
CN(C)/C=N/c1sc2c(c1C#N)CCC2	1.1%	-5.3%	-13.6%	-1.3%
Cc1nc2sc3c(c2c(=O)o1)CCCC3	5.6%	-1.3%	-3.7%	2.3%
COC(=O)c1sccc1S(=O)(=O)N(CC(=O)NCc1ccc(F)cc1)c1ccccc1	-4.9%	-14.1%	-14.0%[10.9 µM]	?
CNc1sc(C(=O)c2cccs2)c(N)c1-c1nc2ccccc2s1	-6.8%	-11.3%	-71.4%[inhibitor]	?
O=C(c1cccs1)N1CCn2c1nc1ccccc12	?	?	-90.1%[inhibitor]	0.4%

(next part)
SMILES	p53ts 32C kill	p53ts 39C tox	Peg3 imprint	IkB signaling
COc1ccc(C2C(C(=O)N3CCOCC3)CCC(=O)N2c2ccc(OC)cc2)cc1 (stereo unspecified)	3.6%	-11.4%	18.1%	-1.1%
CCOC(=O)N1CCN(C(=O)c2ccc3nc(C)sc3c2)CC1	13.8%	10.1%	-1.2%	0.4%
O=C(CN1c2cccc3cccc(c23)S1(=O)=O)N1CCOCC1	-5.5%	-1.1%	-23.9%	13.4%
CCSc1nc2c([nH]c3ccccc32)c(=O)n1C	-8.3%	-20.8%	1.9%	-0.4%
CCCCNC(=O)CSc1cc(=O)n(C)c2ccccc12	2.2%	-4.9%	-16.8%	-3.3%
CCOc1ccc(-n2c(=O)c3c(C)c(C)sc3n(CC(=O)C(C)(C)C)c2=O)cc1	-0.7%	8.9%	-4.5%[10.9 µM]	0.1%
CCOC(=O)c1cccc(NC(=O)c2cc(CN3CCOCC3)on2)c1	-0.9%	-11.3%	-9.0%[10.9 µM]	0.1%
CCOC(=O)c1c(N)n(-c2cccc(OC)c2)c2nc3ccccc3nc12	2.6%	1.7%	22.0%[10.9 µM]	-3.0%
Cn1nnc2cc(C(=O)NC3CCCCC3)ccc21	-2.2%	-8.3%	-11.8%	1.6%
Cc1ccc(C)c(N2CCN(C(=O)CCn3c(=O)c4cccn4c4cccnc43)CC2)c1	2.5%	-4.9%	-15.3%[10.9 µM]	-3.3%
c1ccc2c(c1)CCOC2CNCCCN1CCCCC1 (stereo unspecified)	-16.7%	-11.1%	/	/
Cc1n[nH]c(C)c1S(=O)(=O)N1CCN(C(=O)c2ccco2)CC1	-2.2%	0.6%	-20.9%	1.3%
O=C(C1CCCN(S(=O)(=O)c2cnc[nH]2)C1)N1CC(=O)N(CCc2ccccc2)C(=O)C1 (stereo unspecified)	4.4%	4.5%	11.0%	-1.5%
CCOc1ccc(-c2cc3c(=O)n(CC(=O)NCc4ccc(OC)cc4)ccn3n2)cc1	?	-26.7%	-8.8%[10.9 µM]	-0.9%
O=C(CC1Oc2ccccc2NC1=O)NCCCN1CCN(Cc2ccccc2)CC1 (stereo unspecified)	-4.1%	-2.4%	0.9%	6.6%
COCCCN1C(=O)c2[nH]nc(-c3cc(C)ccc3O)c2C1c1ccc(F)cc1 (stereo unspecified)	14.4%	-9.6%	6.4%[10.9 µM]	?
CCOc1ccc(Nc2sc(C(=O)c3ccc(F)cc3)c(N)c2S(=O)(=O)c2ccc(C)cc2)cc1	17.3%	1.5%	-8.5%[10.9 µM]	1.7%
CCCCOC(=O)c1ccc(NC(=O)CSc2nc3c(c(=O)[nH]2)CCC3)cc1	-1.0%	1.8%	-13.6%[10.9 µM]	?
CC(C)c1nn2c(=O)cc(COC(=O)c3cccc(NC(=O)c4ccccc4F)c3)nc2s1	-1.8%	1.3%	-6.1%[10.9 µM]	?
COc1ccc(OC)c(CCNC(=O)c2c(C)oc3ncn(CC(C)C)c(=O)c23)c1	1.6%	10.0%	-4.0%[10.9 µM]	-0.9%
CCN(c1ccccc1)S(=O)(=O)c1ccc(NC(=O)c2nc(S(C)(=O)=O)ncc2Cl)cc1	?	3.16µM*	-39.3%[inhibitor][10.9 µM]	-2.1%
O=C(NCc1ccco1)c1c2c(nc3ccccc13)CCC2	19.7%	-3.5%	-4.7%	10.2%
COC(=O)C(Cc1ccc(O)cc1)NC(=O)C(C)Oc1ccccc1 (stereo unspecified)	-10.5%	2.2%	-3.4%	0.9%
CCOc1ccc(C(=O)COC(=O)CC)cc1	1.2%	0.5%	-1.5%	0.0%
NCCCCCCNS(=O)(=O)c1cccc2c(Cl)cccc12	-9.1%&8.6%&-6.8%	31.6µM*	?	?
CN(C)c1ncc2nc(-c3ccccc3)c(=O)n(CCC#N)c2n1	3.7%	7.0%	9.3%	-1.8%[11.4 µM]
COc1ccc(C)cc1S(=O)(=O)N(CC(=O)O)c1ccc(C)cc1	-0.7%	10.1%	5.4%	-3.6%
COc1ccc(CNC(=O)c2cc3c(=O)n(C)c4ccccc4c3n2C)cc1	-12.3%	-13.0%	-3.5%[10.9 µM]	1.9%
COc1ccc2cc(CNc3ccc(C)cc3)c(=O)n(CC(=O)Nc3ccc(OC)c(Cl)c3)c2c1	4.5%	0.5%	-6.6%[10.9 µM]	2.3%

Compound profiles (already shown). Order of screens: p53ts 32C kill | p53ts 39C tox | Peg3 imprint | IkB signaling
CCOC(=O)c1cccc(NC(=O)c2cc(CN3CCOCC3)on2)c1 is listed with -0.9% | -11.3% | -9.0%[10.9 µM] | 0.1%
COC(=O)c1sccc1S(=O)(=O)N(CC(=O)NCc1ccc(F)cc1)c1ccccc1 is listed with -4.9% | -14.1% | -14.0%[10.9 µM] | ?

Screening results (PubChem)
